Compound activity: PubChem BioAssay, several laboratories
Arrestin-AP2 inh: blocks beta-arrestin peptide binding to AP2 adaptin | FITC-arrestin peptide / GST-AP2 beads, flow cytometry; AP2 beta2 appendage carries R879A mutation | inhibition, % at 10 µM | 340,000 compounds, 0.31% hits | AID 504490;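 active = inhibition above a set limit, near 3 SD of compounds lacking own fluorescence, cut at about 54% in these data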;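 also: plate controls were DMSO wells for no effect and 5 µM unlabelled arrestin peptide for full effect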
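system = GST-tagged AP2 beta2-adaptin appendage (R879A) on 4 µm glutathione beads | reagent = FITC-labelled arrestin peptide probe, 50 nM final | schedule = compound with beads 12 min RT, then probe 1 h RT | signal = HyperCyt-sampled flow cytometry, FL1 channel, ex 488/em 535 nm | read-out = percent response from loss of bead-bound FITC fluorescence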
DSG3 Ab inh: blocks pemphigus antibody binding to human desmoglein-3. AID 588358. DSG3-coupled beads, scFv-anti-DSG3-GFP binding, flow cytometry; stronger effect = lower value. 310,000 compounds, 0.48% hits. binding (percent of control), % at 10 µM;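 active = binding more than 3 SD below its plate's average and above zero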; also: some compounds called inactive have numbers as strong as hits
Target sequence (P32926 whole entry, looked up): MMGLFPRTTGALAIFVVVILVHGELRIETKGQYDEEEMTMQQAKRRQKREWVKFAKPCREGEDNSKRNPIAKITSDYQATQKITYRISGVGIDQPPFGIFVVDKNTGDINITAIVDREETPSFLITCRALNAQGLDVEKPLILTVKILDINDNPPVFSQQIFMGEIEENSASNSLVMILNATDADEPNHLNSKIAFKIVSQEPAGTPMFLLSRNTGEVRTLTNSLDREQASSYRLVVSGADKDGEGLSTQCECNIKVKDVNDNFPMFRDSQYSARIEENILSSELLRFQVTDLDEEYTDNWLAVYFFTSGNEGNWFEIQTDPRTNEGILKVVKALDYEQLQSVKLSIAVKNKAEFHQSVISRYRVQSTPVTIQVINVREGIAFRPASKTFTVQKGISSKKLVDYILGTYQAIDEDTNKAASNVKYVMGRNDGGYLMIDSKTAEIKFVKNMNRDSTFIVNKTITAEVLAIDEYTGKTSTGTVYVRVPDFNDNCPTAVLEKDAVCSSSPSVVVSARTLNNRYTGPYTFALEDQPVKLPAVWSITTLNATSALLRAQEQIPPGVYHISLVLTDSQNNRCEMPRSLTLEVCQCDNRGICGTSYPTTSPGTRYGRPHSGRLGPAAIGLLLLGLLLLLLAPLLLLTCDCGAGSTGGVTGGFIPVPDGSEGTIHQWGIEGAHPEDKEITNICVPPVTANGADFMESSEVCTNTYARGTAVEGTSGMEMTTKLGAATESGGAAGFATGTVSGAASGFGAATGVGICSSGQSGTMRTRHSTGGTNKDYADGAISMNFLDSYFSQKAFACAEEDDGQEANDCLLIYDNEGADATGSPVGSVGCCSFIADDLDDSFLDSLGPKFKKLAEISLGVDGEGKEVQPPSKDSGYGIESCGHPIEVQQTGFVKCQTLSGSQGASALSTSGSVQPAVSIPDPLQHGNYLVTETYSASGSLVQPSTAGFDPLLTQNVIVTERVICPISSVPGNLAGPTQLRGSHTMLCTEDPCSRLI
CAL PDZ FP-1: CAL PDZ (human) peptide binding inhibition. 300,000 compounds, 0.92% hits. inhibition, % at 24.9 µM. AID 602252. Q9HD26. purified CAL PDZ, TMR-peptide fluorescence polarization, 1 h;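 active = mean inhibition of at least 30% with at least half of replicates also reaching 30%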;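 also: 0% = DMSO neutral control and 100% = excess unlabeled competitor peptide PRC23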
V-ATPase pHluor: yeast V-ATPase proton transport regulation by pHLuorin; S. cerevisiae, pHLuorin cytosolic pH fluorescence; response, % at 10 µM; 350,000 compounds, 0.37% hits; in the data active = response mostly above about 7.3%, no sharp cut-off; inactive = mostly below about 5.4%; also: actives read high; inactives centre near 0; some compounds called inactive have numbers as strong as hits; reference of the scale not given here
Keap1 Nrf2 FP: disrupts human Keap1 binding to Nrf2 peptide | inhibition, % at 9.4 µM | Keap1 Kelch-Nrf2 peptide fluorescence polarization, 1536-well | 340,000 compounds, 0.15% hits | Q14145; in the data active = inhibition above about 12%;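 also: human Keap1 Kelch domain with fluorescein labeled Nrf2 9mer peptide probe; 0% = neutral control wells and 100% = peptide positive control; higher means more block of Keap1 binding to Nrf2 peptide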
DAGLB inhibitor: blocks human DAGLB lipase activity; Q8NCG7; HEK293T DAGLB membrane lysate, EnzChek fluorogenic substrate; inhibition, % at 5.17 µM; 340,000 compounds, 0.059% hits; in the data active = inhibition above about 34%;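 also: 0% = enzyme with vehicle and 100% = wells lacking enzyme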
C-LANA FP: inhibitors of KSHV LANA C-terminal domain DNA binding; inhibition, % at 9 µM; AID 504423; 340,000 compounds, 0.078% hits; MBP-C-LANA/FAM-LBS DNA binding, fluorescence polarization;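 active = highest replicate inhibition at or above 60% at 9 µM, even if other replicates fall short; inactive = all replicates below 60% inhibition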;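 also: 0% = neutral control wells and 100% = 4 µM acridine orange control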
CAL PDZ FP-2: blocks peptide binding to human CAL PDZ domain. Q9HD26. purified CAL PDZ, TMR-peptide fluorescence polarization, 1 h. inhibition, % at 20 µM. 330,000 compounds, 0.02% hits. AID 504414;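 active = highest replicate inhibition of at least 40%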;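 also: plate controls were DMSO neutral control wells for no effect and unlabeled competitor peptide control wells for full effect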
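System: purified tagged CAL PDZ domain construct (CerCALP). Schedule: 1 h incubation at room temperature before polarization reading. Medium: 25 mM sodium phosphate pH 7.4, 150 mM NaCl, TCEP, IgG, Thesit. Read-out: percent inhibition from loss of millipolarization. Measured by: FP readout, S and P plane fluorescence. Probe or stimulus: fluorescent TMR peptide probe.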
NSD2 HMT inh: blocks human histone methyltransferase NSD2; NSD2 peptide methylation, AlphaScreen, 120 min; O96028; 310,000 compounds, 0.54% hits; inhibition, % at 12.5 µM; in the data active = inhibition above about 50%
RTF Ca sens inh: cardiac RTF calcium desensitization. P19429+P45379. IANBD-labeled cardiac RTF, Ca2+ fluorescence. inhibition, % at 7.15 µM. 340,000 compounds, 0.12% hits. AID 493244;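 active = inhibition above the mean inhibition of all tested compounds plus 3 SD, cut at about 17% in these data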;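 also: assay run at fixed EC70 calcium of 1.6 mM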
* = called active by the depositor; . = not tested or not shown. These rows are one share of the data, so the mix of outcomes need not match the whole.

SMILES	Arrestin-AP2 inh	DSG3 Ab inh	CAL PDZ FP-1	V-ATPase pHluor	Keap1 Nrf2 FP	DAGLB inhibitor	C-LANA FP	CAL PDZ FP-2	NSD2 HMT inh	RTF Ca sens inh
Nc1cn(C2OC(CO)C(O)C2O)c(=O)[nH]c1=O (centres undefined)	15	107	1	3	0	2	0.1	0.9	4	-4
Cc1ccc(NC(=O)CN(C)C(=O)c2cccc(S(=O)(=O)N3CCCC3)c2)cc1	45	.	.	2	0	2	1.6	-4.4	-1	-6
O=C1NC(=S)N/C1=C/c1ccc2c(c1)OCO2	-5	95	0	-4	2	-1	4.9	-1.0	-3	-5
O=C(OC(C(=O)NCc1ccc2c(c1)OCO2)c1ccc(Cl)cc1)c1ccco1 (centres undefined)	20	108	-5	0	1	-1	1.5	-2.8	-10	-12
O=C(N/N=C/c1ccc2c(c1)OCCO2)c1ccncc1	-11	107	.	-2	-2	-2	7.1	-0.8	31	1
COc1ccc(N2CCN(C(=O)Cn3cnc4sc(C)c(S(=O)(=O)N5CCOCC5)c4c3=O)CC2)cc1	4	.	-3	0	1	2	-1.7	-1.2	0	-15
Cc1cc(C)c2oc(C(=O)Nc3nnc(C(C)C)s3)cc(=O)c2c1	-6	86	-9	0	0	1	-1.1	-1.9	3	9
O=C(CC1SC(N2CCCC2)=NC1=O)Nc1ccc(C(=O)N2CCN(c3cccc(Cl)c3)CC2)cc1 (centres undefined)	38	98	-1	13	-1	8	-0.3	-2.7	2	-4
C/C(=N\NC(=O)c1ccoc1C)c1cccnc1	9	116	-5	-1	0	1	0.7	-1.2	-2	-16
COc1ccc(NC(=O)CN(C)CC(=O)c2[nH]c(C)c(C(C)=O)c2C)cc1	-9	107	16	-5	-7	-1	-1.3	0.4	0	1
COc1ccc(OC)c(C(=O)COC(=O)C(CCSC)NC(=O)COc2ccccc2)c1 (centres undefined)	31	95	-2	-4	1	-4	-0.1	-2.9	3	-1
CCc1[nH]c(=O)c(C#N)c2c1COC(C)(C)C2	-1	105	.	7	-1	0	-2.2	-1.4	-3	-11
Cc1cc2c(c(=O)o1)C(CCC1CCCCC1)C(C#N)=C(N)O2 (centres undefined)	12	99	.	-4	.	.	.	.	1	.
Nc1nccc(-c2ccc(-n3cnc4ccccc43)cc2)n1	13	109	-2	0	0	3	0.0	-3.0	-6	-18
O=C(c1ccc2c(c1)OCCO2)N1CCN(Cc2c(F)cccc2Cl)CC1	-4	107	-1	-2	-6	-4	1.0	-0.1	2	-13
Cc1c(C)n(C)c2ccc(C(=O)N3CCN(c4ccccc4)CC3)cc12	-10	.	-4	3	-6	-3	-0.3	-0.9	18	-4
O=C(NCCc1cccnc1)C1CCC(=O)N(Cc2cccc(C(F)(F)F)c2)C1 (centres undefined)	5	.	1	-1	-4	1	0.2	-3.0	1	-8
CC1CCCC(C)N1C(=O)COC(=O)c1cccnc1Cl (centres undefined)	-1	.	-2	-1	3	1	-0.9	0.5	-2	-6
N#Cc1nc(COc2ccc(F)cc2)oc1N1CCCC1	-2	102	-4	-6	-3	-3	-0.6	.	-1	-5
Cc1nc([N+](=O)[O-])c(SCC(N)=O)n1Cc1ccccc1	5	100	11	2	1	-1	-0.8	-0.6	1	-5
CC(C)N1CCN(Cc2ccc3nsnc3c2)CC1CCO (centres undefined)	21	96	-3	1	4	0	-0.6	-2.4	9	-6
CCOc1ccccc1N(C)C(=O)c1cn(CC)c(=O)c2cc(OC)c(OC)cc12	38	96	-3	1	-2	-4	-1.6	-0.3	-1	2
CCN(CC)S(=O)(=O)c1ccc2c(c1)nc(SC(C)C(N)=O)n2-c1ccc(OC)cc1 (centres undefined)	1	104	-2	3	-8	-1	0.2	0.7	1	-8
O=C(CN1CCCN(S(=O)(=O)c2ccc(F)cc2)CC1)Nc1ccccc1Br	-6	99	2	4	-9	-7	-1.8	-0.3	.	2

Rewritten as a markdown table: 2 of the compounds above
| structure | Arrestin-AP2 inh | DSG3 Ab inh | CAL PDZ FP-1 | V-ATPase pHluor | Keap1 Nrf2 FP | DAGLB inhibitor | C-LANA FP | CAL PDZ FP-2 | NSD2 HMT inh | RTF Ca sens inh |
| --- | --- | --- | --- | --- | --- | --- | --- | --- | --- | --- |
| Cc1cc2c(c(=O)o1)C(CCC1CCCCC1)C(C#N)=C(N)O2 (centres undefined) | 12 | 99 | . | -4 | . | . | . | . | 1 | . |
| Cc1nc([N+](=O)[O-])c(SCC(N)=O)n1Cc1ccccc1 | 5 | 100 | 11 | 2 | 1 | -1 | -0.8 | -0.6 | 1 | -5 |

More records:
SMILES	Arrestin-AP2 inh	DSG3 Ab inh	CAL PDZ FP-1	V-ATPase pHluor	Keap1 Nrf2 FP	DAGLB inhibitor	C-LANA FP	CAL PDZ FP-2	NSD2 HMT inh	RTF Ca sens inh
Cc1cccc(C(=O)Oc2ccc(/C=N/NC(=O)c3cc(O)cc(O)c3)cc2)c1	-5	111	-6	-1	-5	1	2.3	-1.3	19	9
Cn1c(-c2ccc(F)c(F)c2)cc2onc(-c3ccccc3)c2c1=O	4	105	2	1	-4	-7	-4.0	-1.5	.	1
COc1ccccc1CNC(=O)c1ccc(CS(=O)Cc2cccc(Cl)c2)o1 (centres undefined)	9	99	-5	-3	1	0	0.0	0.5	12	-4
CN(C)C(C)(C)C#CCCCCC#CC(C)(C)N(C)C	30	121	-4	-4	-4	-1	-0.1	-1.6	-1	-7
CCOc1ccc(/C=N/OCC(=O)NCc2ccc3c(c2)OCO3)cc1OC	-1	.	-2	1	1	3	-0.5	-0.8	-3	-5
O=C(OCc1nnc(-c2ccccc2)o1)c1cc([N+](=O)[O-])ccc1Cl	-11	71*	-6	3	-4	-7	-5.4	-1.4	1	-7
COc1ccc(C2=NOC(C(=O)Nc3ccc4c(c3)OCCO4)C2)c(OC)c1 (centres undefined)	18	111	-3	-2	5	1	-2.4	-1.4	2	-4
CC(C)C(NC(=O)c1c(F)cccc1F)C(=O)NCc1ccc(S(=O)(=O)N2CCOCC2)cc1 (centres undefined)	-7	.	-2	1	-3	-1	-2.7	0.9	-1	-4
CC(C(=O)NC1C(=O)N2C(C(=O)O)=C(CSc3nnnn3C)CSC12)n1cc(Cl)cn1 (centres undefined)	-2	91	.	1	-4	-3	1.3	0.1	-6	0
c1ccc(Nc2cccc(Nc3ccccc3)n2)cc1	61*	124	-3	-2	-9	0	0.1	-0.7	8	13
COc1ccc(CCNC(=O)CCn2c(=O)c3ccccc3n(CC(=O)NCC3CCCO3)c2=O)cc1OC (centres undefined)	7	104	9	2	-2	-2	0.0	-2.5	.	-13
O=C(NNS(=O)(=O)c1ccc(F)cc1)c1ccc([N+](=O)[O-])cc1	33	113	-4	6	0	-2	4.8	0.6	1	-10
CSc1ccc(NC(=O)/C=C/C(=O)O)cc1	15	.	-1	-5	-8	1	-0.6	0.1	0	1
COc1cccc2sc3ccc(NCCC4CCCN4C)cc3c(=O)c12 (centres undefined)	4	120	1	-4	-6	4	-0.7	3.0	.	-2
CCC(=O)Nc1ccc(C(=O)Nc2cccc(OC)c2)cc1	10	105	0	4	-7	-3	0.4	-0.4	-3	-13
FC(F)(F)c1ccccc1/C=N/n1c(COc2ccccc2)n[nH]c1=S	-8	104	-3	5	5	9	0.8	-1.4	2	-8
CCCN(CC(=O)Nc1ccccc1C)C(=O)c1ccc(S(=O)(=O)N2CCCC2)cc1	34	102	-2	4	4	-4	0.1	-0.6	0	-38
COCCCNC(=O)CN1C(=O)COc2ccc(S(=O)(=O)N3CCOCC3)cc21	6	111	.	2	-2	3	-0.3	0.0	-2	-7
Cn1c(SCc2ccccc2Cl)nc2ccccc21	-1	80	-1	7	-3	-5	-1.4	-2.5	15	5
O=C(N/N=C/c1ccccc1)C(O)c1ccccc1 (centres undefined)	1	98	.	5	-4	-2	1.1	-3.9	-1	-8
Cc1ccc(CNC(=O)CN(C(=O)C2(C)CC(=O)N=C3C=CC=CN32)c2cc(C)ccc2C)cc1 (centres undefined)	-11	.	.	1	-5	1	-0.6	-0.5	0	0
Cc1[nH]c2ccc(F)cc2c1CCN(Cc1cccnc1)C(=S)Nc1ccccc1	28	99	.	2	1	-2	3.4	0.0	1	-6
COc1cccc(NC(=O)Cn2c(=O)n(CCCC(=O)NCc3ccco3)c(=O)c3ccccc32)c1	1	100	-2	-2	-3	-1	-1.0	-1.9	2	-7
Cc1ccc2cc(CN(CC3CCCO3)C(=S)Nc3ccccc3)c(=O)[nH]c2c1C (centres undefined)	-1	127	-1	1	-3	-2	0.0	-2.0	-2	5
O=S(=O)(Nc1ncccn1)c1ccc(NC(=S)NCCc2ccccc2)cc1	45	.	-1	4	-2	0	-1.0	-0.5	-4	-4
O=S(=O)(c1ccc(Oc2ccc(Br)cc2F)nc1)N1CCCCC1	-4	.	-4	2	-6	-6	-0.2	.	-7	10
COc1ccc(/C=C/C(=O)NCCCc2ccccc2)cc1OC	7	99	3	0	4	1	-0.2	-1.7	0	-1
O=C(CSCc1ccc(F)cc1)N1CCN(c2ccccc2)CC1	-3	108	-3	4	-3	1	-0.6	0.2	1	0
NC(=O)c1c(N)sc2c1CCC2	16	97	1	1	-8	-4	1.5	-0.2	3	-1
CCc1cccc(C)c1NC(=O)CNCc1ccccc1	0	99	-1	2	-2	-2	-2.1	-0.5	0	-1
CC(=O)CSc1nc2ccccc2s1	7	100	-3	-1	2	1	2.0	-3.2	-2	-20
CCCCN1C(=O)C(NC(=O)C2CC2)(C(F)(F)F)C2=C1CC(C)(C)CC2=O (centres undefined)	10	.	-1	-3	0	1	-1.7	-2.5	-1	5
CCOc1ccc(NC(=O)c2ccccc2NS(=O)(=O)c2ccc(F)cc2)c([N+](=O)[O-])c1	-12	124	-2	-2	-3	7	-1.9	-1.9	2	-7
CCN1CCC(O)(/C=C/c2ccc(C)cc2)C(C(=O)/C=C/c2ccc(C)cc2)C1 (centres undefined)	24	94	8	-2	-57	1	-0.6	-0.7	15	-2
O=C(Nc1cccc(C(F)(F)F)c1)c1cc[n+]([O-])cc1	22	113	.	-2	0	0	0.0	-0.3	-3	2
CNCc1ccccc1Sc1ccc(OC)c(OC)c1	-4	.	2	3	0	-2	-0.2	-1.8	56*	3
O=C(CCNC(=O)N1CC(=O)Nc2ccccc21)NCCc1cccc(F)c1	-6	100	5	-3	-4	1	-0.2	-2.3	-1	-1
O=C(COC(=O)CN1C(=O)C2CCCCC2C1=O)NNC(=O)c1ccc(Cl)cc1 (centres undefined)	-5	101	-2	0	0	0	0.0	-1.2	50	0
Nc1c(C(=O)NC2CCCC2)c2nc3ccccc3nc2n1N	4	96	-2	2	-1	2	-0.3	.	-4	0
COc1ccc(-n2cc(CN3CCC(OC)CC3)c(-c3cccc(F)c3)n2)cc1	-6	116	-5	2	-3	-1	-0.7	.	1	-1
CC1C(=O)N2CCCc3cc(NC(=O)C(=O)NCCN4CCOCC4)cc1c32 (centres undefined)	42	90	5	-3	5	1	-0.2	-1.4	-1	-1
COC(=O)CCCNC(=O)c1ccccn1	12	101	4	3	0	-1	0.4	0.0	.	2
